# NS5 inhibitors: flavivirus cap methylation enzyme inhibition – biochemical, confirmation dose response, primary screen (AID 588689) | Dengue-2 NS5 methyltransferase capping enzyme assay, biochemical; higher % means a stronger effect | actives 0.3% (n = 340,000) | inhibition, % at 25 µM; hits with a dose series show IC50 in µM; in the data active = a potency from the dose series
# NS5 inhibitors pilot replicate: second read-out of NS5 inhibitors, no call of its own (marks repeat the call); inhibition, %; measured here: pilot screen replicate inhibition
# An asterisk follows results filed as active. Only part of the results is shown; count on the stated rates, not on these rows.
SMILES,NS5 inhibitors,others
CCC(=O)Nc1ccc(C(=O)COC(=O)CCN2C(=O)C3CC=CCC3C2=O)cc1 (stereo not given),0%,
CC[N+](CC)(CC)CCC(O)(c1ccccc1)C1CCCCC1 (stereo not given),2%,
CC(=O)c1cccc(NC(=O)NC2CC(=O)N(c3ccc4c(c3)OCCO4)C2)c1 (stereo not given),-3%,
O=C(c1cccc(S(=O)(=O)Nc2ccccc2Cl)c1)N1CCC1,2%,
CC(OC(=O)C1CCN(S(=O)(=O)c2ccc3c(c2)OCCO3)CC1)C(=O)NC1(C#N)CCCCC1 (stereo not given),-1%,
CCOc1ccc(OCCC(=O)OCC(=O)N(CC)c2c(N)n(Cc3ccccc3)c(=O)[nH]c2=O)cc1,-1%,
O=C(CNC(=O)c1ccc(Cl)cc1)OCCN1C(=O)c2ccccc2C1=O,4%,
CCCOc1ccc(-c2cc3onc(-c4ccccc4)c3c(=O)n2C)cc1,-6%,
COc1ccc(CCNC(=O)COC(=O)CSc2ccc([N+](=O)[O-])cc2)cc1OC,2%,
COc1ccc(Cl)cc1Nc1cc(C)nc2ncnn12,-4%,
Cc1cccc(C(=O)NC2CCN(CC(=O)Nc3cccc(Cl)c3)CC2)c1,5%,
Cn1c(N)c(C(=O)CSc2nnc(NC3CCCCC3)s2)c(=O)n(C)c1=O,-1%,
CCN(CC)c1ccc(C(=O)OCC(=O)Nc2ncccn2)cc1,6%,
Cc1noc(C)c1NC(=O)Nc1ccc2c(c1)C(=O)N([C@H](C)CO)C[C@H](C)[C@@H](CN(C)C(=O)Nc1ccccc1)O2,-5%,NS5 inhibitors pilot replicate=-0.6
Cc1ccc(S(=O)(=O)CCC(=O)OCC(=O)N2c3ccccc3CC2C)cc1 (stereo not given),-5%,
Cc1ccc(C)c(C2=NNC(=O)CC2)c1,3%,
Cc1ccc(S(=O)(=O)N2CCCCC2)cc1NC(=O)CN1CCCC1c1cccs1 (stereo not given),2%,
O=C(CNC(=O)OCc1ccccc1)OC(c1ccccc1)c1ccccc1,3%,
Cc1cc(Nc2ccccc2Cl)c2ccccc2n1,-3%,
O=C(Nc1cccc(S(=O)(=O)Nc2ccc(Cl)cc2)c1)c1ccccn1,3%,
COc1cc(OC)cc(C(=O)NNC(=O)c2ccc3ccccc3n2)c1,-4%,
O=C(CN1C(=O)CNC1=O)Nc1cc(Cl)cc(Cl)c1,0%,
C[C@H](CO)N1C[C@H](C)[C@H](CN(C)Cc2cncnc2)Oc2ncc(C#CC3(O)CCCC3)cc2C1=O,-8%,
CC(=O)O[C@H](COc1c2ccoc2cc2oc(=O)ccc12)C(C)(C)O,-8%,
CN(C(=O)c1ccc(NC(=O)Cc2ccc(NC(=O)C3CCN(C(=O)c4ccccc4)CC3)cc2)cc1)C1CC1,-9%,
CCN(Cc1ccccc1)C(=O)COC(=O)[C@@H]1CCCN1C(=O)c1cccs1,0%,
CC(=O)c1cccc(NC(=O)COc2cc(C)on2)c1,-3%,
O=C(O)c1ccccc1NS(=O)(=O)c1ccc(N/N=C/c2ccc(O)c(O)c2)c([N+](=O)[O-])c1,12%,
Nn1c(SCC(=O)Nc2nccs2)nnc1-c1cccnc1,-11%,
COC(=O)c1ccc(CCc2cc(O)c(Br)cc2O)cc1,0%,
C[C@@H]1CN([C@H](C)CO)C(=O)CCCn2nncc2CO[C@H]1CN(C)Cc1ccc(O)cc1,-2%,
O=C(CNc1ccc(Br)cc1)Nc1ccc(S(=O)(=O)N2CCCCC2)cc1,-3%,
CN(CC(=O)NNC(=O)CNC(=O)c1ccccc1Cl)S(=O)(=O)c1ccc(Cl)cc1,-2%,
CCOC(=O)NC(=O)CSc1ccc(S(=O)(=O)N(C)C2CCCCC2)cn1,8%,
COc1ccc(CCNS(=O)(=O)CCNC(=O)c2ccc(OC)cc2)cc1,-5%,
Cc1noc(C)c1NC(=O)Nc1ccc2c(c1)CC(=O)N([C@H](C)CO)C[C@@H](C)[C@H](CN(C)CC1CCCCC1)O2,-5%,
CC(OC(=O)CCN=C1NS(=O)(=O)c2ccccc21)C(=O)N(C)c1ccccc1 (stereo not given),9%,
COc1ccc(CN2C(=O)C(C)Nc3ncnc(N4CCN(c5ccccc5)CC4)c32)cc1 (stereo not given),2%,
CCOC(=O)C1=C(C)N(C[C@@H]2CC[C@@H](Cc3ccc(-c4ccccc4)cc3)O2)C(=O)NC1C1CC1 (stereo not given in full),-2%,NS5 inhibitors pilot replicate=1.5
O=C(COC(=O)c1cccc(S(=O)(=O)Nc2ccc(F)cc2)c1)NCCN1C(=O)CSC1=O,2%,
O=C(Nc1ccc(Cl)c(S(=O)(=O)N2CCOCC2)c1)C1=NN(c2ccccc2)C(=O)CC1,-8%,
COC(=O)c1cc(C(=O)OCC(=O)c2ccc3c(c2)NC(=O)CO3)cc([N+](=O)[O-])c1,4%,
CCn1nc(C(=O)NNS(=O)(=O)c2ccc(C)cc2)c2ccccc2c1=O,-10%,
Cc1cc(SCC(=O)N(CC(C)C)c2c(N)n(CC(C)C)c(=O)[nH]c2=O)nc2ccccc12,2%,
CCN(C(=O)COC(=O)CCS(=O)(=O)c1ccccc1)c1c(N)n(Cc2ccccc2)c(=O)[nH]c1=O,-6%,
COc1cc(N)c(Cl)cc1C(=O)OCC(=O)N1CCc2ccccc21,-4%,
O=C(COc1ccc(-c2nnco2)cc1)N1CCOCC1,-11%,
CCCN(C(=O)CSc1nnc(-c2ccncc2)n1CCC)c1c(N)n(Cc2ccccc2)c(=O)[nH]c1=O,0%,
O=C(NCCc1ccc(Cl)cc1Cl)C1=CC=CN2CCS(=O)(=O)N=C12,-2%,
CC(C)N1CCN(c2ccncc2S(=O)(=O)N2CCCCC2)CC1,-3%,
COc1ccccc1C(=O)COC(=O)Cn1[nH]c(=O)c2ccccc2c1=O,4%,
COc1ccccc1-n1ccnc(SCC(=O)NCc2ccccc2Cl)c1=O,-6%,
Cc1ccc(C)c(OCCC(=O)Nc2cccc(S(=O)(=O)N3CCCC3)c2)c1,3%,
CC(C)CC1C(=O)N(Cc2cn(CCC3OCCO3)nn2)CCS(=O)(=O)N1Cc1ccc(-c2ccncc2)cc1 (stereo not given),6%,
Cc1ccccc1-c1cccc([C@@H]2C[C@H]3[C@H](CON3C)CN2Cc2ccccc2)c1,1%,NS5 inhibitors pilot replicate=-0.3
CC(NS(=O)(=O)c1ccc2[nH]c(=O)[nH]c2c1)c1ccc(F)cc1 (stereo not given),-3%,
COc1ccc(NC(=O)c2cc(-c3ccccc3)nc3c2cnn3C(C)C)cc1,-9%,
CCC(CO)Oc1cc(NCc2ccccc2)c2ncn(C(C)C)c2c1 (stereo not given),8%,
Cc1c(C(=O)Nc2nccs2)oc2ccc(F)cc12,2%,
O=C(NNC(=O)C1CC(=O)N(Cc2ccccc2)C1)c1ccc(F)cc1 (stereo not given),-2%,

# Part of the list above in order of length of the SMILES, high to low.
SMILES,NS5 inhibitors,others
Cc1noc(C)c1NC(=O)Nc1ccc2c(c1)C(=O)N([C@H](C)CO)C[C@H](C)[C@@H](CN(C)C(=O)Nc1ccccc1)O2,-5%,NS5 inhibitors pilot replicate=-0.6
Cc1noc(C)c1NC(=O)Nc1ccc2c(c1)CC(=O)N([C@H](C)CO)C[C@@H](C)[C@H](CN(C)CC1CCCCC1)O2,-5%,
CCOC(=O)C1=C(C)N(C[C@@H]2CC[C@@H](Cc3ccc(-c4ccccc4)cc3)O2)C(=O)NC1C1CC1 (stereo not given in full),-2%,NS5 inhibitors pilot replicate=1.5
CC(C)CC1C(=O)N(Cc2cn(CCC3OCCO3)nn2)CCS(=O)(=O)N1Cc1ccc(-c2ccncc2)cc1 (stereo not given),6%,
CCN(C(=O)COC(=O)CCS(=O)(=O)c1ccccc1)c1c(N)n(Cc2ccccc2)c(=O)[nH]c1=O,-6%,
CC(OC(=O)C1CCN(S(=O)(=O)c2ccc3c(c2)OCCO3)CC1)C(=O)NC1(C#N)CCCCC1 (stereo not given),-1%,
COC(=O)c1cc(C(=O)OCC(=O)c2ccc3c(c2)NC(=O)CO3)cc([N+](=O)[O-])c1,4%,
O=C(Nc1ccc(Cl)c(S(=O)(=O)N2CCOCC2)c1)C1=NN(c2ccccc2)C(=O)CC1,-8%,
O=C(COC(=O)c1cccc(S(=O)(=O)Nc2ccc(F)cc2)c1)NCCN1C(=O)CSC1=O,2%,
COc1ccc(CN2C(=O)C(C)Nc3ncnc(N4CCN(c5ccccc5)CC4)c32)cc1 (stereo not given),2%,
CCC(=O)Nc1ccc(C(=O)COC(=O)CCN2C(=O)C3CC=CCC3C2=O)cc1 (stereo not given),0%,
CC(NS(=O)(=O)c1ccc2[nH]c(=O)[nH]c2c1)c1ccc(F)cc1 (stereo not given),-3%,
CCOC(=O)NC(=O)CSc1ccc(S(=O)(=O)N(C)C2CCCCC2)cn1,8%,
O=C(CNC(=O)c1ccc(Cl)cc1)OCCN1C(=O)c2ccccc2C1=O,4%,
O=C(c1cccc(S(=O)(=O)Nc2ccccc2Cl)c1)N1CCC1,2%,
CCC(CO)Oc1cc(NCc2ccccc2)c2ncn(C(C)C)c2c1 (stereo not given),8%,
CC[N+](CC)(CC)CCC(O)(c1ccccc1)C1CCCCC1 (stereo not given),2%,
O=C(CN1C(=O)CNC1=O)Nc1cc(Cl)cc(Cl)c1,0%,
COC(=O)c1ccc(CCc2cc(O)c(Br)cc2O)cc1,0%,
CC(=O)c1cccc(NC(=O)COc2cc(C)on2)c1,-3%,
O=C(COc1ccc(-c2nnco2)cc1)N1CCOCC1,-11%,
COc1ccc(Cl)cc1Nc1cc(C)nc2ncnn12,-4%,

# Later entries:
SMILES,NS5 inhibitors,others
O=C(OCc1ccccc1)N1CCC2CC1c1c(Cl)cccc12 (stereo not given),-5%,NS5 inhibitors pilot replicate=-1.8
O=S(=O)(O)c1ccc(O)c2cc(Nc3ccccc3)ccc12,20µM*,
Cc1ccc(S(=O)(=O)CCC(=O)OCC(=O)NCCc2ccc(F)cc2)cc1,1%,
COc1ccc2[nH]c3c(c2c1)CCN1C(=O)C(CC(=O)NCCC2=CCCCC2)C[C@H](C(=O)N2CCOCC2)[C@@]31C (stereo not given in full),-5%,
O=C(Oc1ccc(/C=N/NC(=O)c2ccco2)cc1)c1ccccc1,-5%,
Cc1cc(C)c2nc(N(CCCN(C)C)C(=O)c3ccc(S(=O)(=O)N4CC(C)OC(C)C4)cc3)sc2c1 (stereo not given),0%,
Cc1ccc2cc3c(=O)n(C)cc(C=O)c3nc2c1,-5%,
Cc1ccccc1C(=O)O[C@H]1[C@H](Cc2ccccc2)NS(=O)(=O)[C@H]2CC3C=C[C@]12O3,1%,
O=[N+]([O-])c1ccccc1NS(=O)(=O)c1ccccc1,1%,
O=C(N/C=C/c1ccccc1)c1ccccc1,-9%,
COCCNc1nnc(SCC(=O)NC2CCCCC2)s1,-2%,
CCc1ccccc1NC(=O)CN(C)C(=O)Cn1cnc2ccc(Cl)cc2c1=O,1%,
CC(C)CN(C(=O)COC(=O)CCSc1ccc(F)cc1)c1c(N)n(Cc2ccccc2)c(=O)[nH]c1=O,4%,
COc1ccc(NC(=O)CN2CCOCC2)cc1S(=O)(=O)N1CCCCC1,2%,
C[C@@H]1CN([C@H](C)CO)C(=O)c2cc(NC(=O)Nc3ccc(C(F)(F)F)cc3)ccc2O[C@H]1CN(C)S(=O)(=O)c1cccs1,-4%,
Brc1ccc(-c2nnc(-c3cccnc3)o2)cc1,-10%,
CC(C)C(=O)Nc1ccc(C(=O)CSc2nnc(C3CC3)n2C2CC2)cc1,-9%,
O=C(CN1CCN(c2ccccc2)CC1)Nc1ccccc1C(=O)NCCc1ccccc1,-5%,
O=C(NCc1ccccn1)c1cccc(S(=O)(=O)Nc2ccc(F)cc2)c1,-5%,
O=C1OC[C@H]2CCCN2C(=O)[C@@H](CC(=O)N(CCO)Cc2ccccc2)C/C=C\C[C@H]1Cc1ccc(F)cc1,3%,NS5 inhibitors pilot replicate=1.5
COc1ccc(CNC(=O)c2cc(C3CC3)nc3c2cnn3C(C)C)cc1OC,1%,
CCC(C)[C@H](N)C(=O)N[C@H]1CCC2C3CC=C4C[C@@H](O)CC[C@]4(C)C3CC[C@@]21C (stereo not given in full),1%,
Cc1ccc(C=NNc2nc3c([nH]2)c(=O)n(C)c(=O)n3C)cc1,0%,
CCN(CC(=O)Nc1c(F)cccc1F)C(=O)c1ccc2c(c1)OCCO2,-12%,
COc1ccc(CN2C[C@]3(CO)O[C@@H](CO)C[C@@H]3S2(=O)=O)cc1,-5%,NS5 inhibitors pilot replicate=1.8
CCN(CC)S(=O)(=O)c1cc(NC(=O)COC(=O)c2c(C)noc2C)ccc1C,0%,
O=[N+]([O-])c1ccc(COc2cccc(CN3CCCC3)c2)cc1,-4%,NS5 inhibitors pilot replicate=0.6
COc1ccc(C2=CN(Cc3ccccc3)CCC2=O)cc1,0%,
CC1CC(C)CN(S(=O)(=O)CCNC(=O)c2ccc3c(c2)OCO3)C1 (stereo not given),7%,
COc1cc([N+](=O)[O-])c2nc(C(=O)O)ccc2c1,7%,
O=C(C[C@H]1C[C@H](C(=O)N2CCCCC2)[C@@]2(CCc3ccccc3)c3[nH]c4ccc(Cl)cc4c3CCN2C1=O)NCc1ccco1,-3%,
NC(=O)c1ccccc1OCC(=O)Nc1cccnc1Cl,2%,
CC(C)CN(C(=O)COC(=O)CSc1ccc([N+](=O)[O-])cc1)C1CCS(=O)(=O)C1 (stereo not given),3%,
O=C(Cc1ccc(Cl)cc1)OCC(=O)N1CCCCCC1,-10%,
O=C1C(=Cc2cccc(O)c2O)SC(=S)N1CCCN1CCOCC1,19%,
O=C1CN(C(=O)COC(=O)CCS(=O)(=O)c2ccccc2)c2ccccc2N1,1%,
COc1ccc(NC(=O)C(=O)NCCC2CCCCN2S(=O)(=O)c2cccs2)cc1 (stereo not given),-4%,
CCOc1ccc(Oc2ccccc2NC(=O)CSCC(=O)Nc2cc(C)on2)cc1,-3%,
CCc1ccc(OCC(=O)OC(C)C(=O)Nc2ccc(Cl)cn2)cc1 (stereo not given),-4%,
COc1cc(CC(=O)OCC(=O)NCc2ccc(C)cc2)cc(OC)c1OC,-1%,
CC#CCOCC1CN(C)C(=O)O1 (stereo not given),-1%,
COc1cc(CN(C(C)=O)c2ccccc2C(=O)O)ccc1[N+](=O)[O-],2%,
CCN(CC(=O)Nc1c(F)cccc1F)C(=O)CNC(=O)c1sc2ccccc2c1Cl,-7%,
COc1ccc(Nc2nnc(SCC(=O)NC3CC3)s2)cc1,-1%,
CC1(C)CC2CC(C)(CN2S(=O)(=O)c2ccc(F)cc2F)C1 (stereo not given),-2%,

# From PubChem BioAssay
